Screening data deposited in PubChem by National Center for Advancing Translational Sciences (NCATS).
Tb PFK block – blocks T. brucei phosphofructokinase. Potency, µM (titrated, usually from 57.5 µM), for inactives: at the top dose activity, negative = inhibition, actives largely listed as inhibitors. O15648. AID 485367. 330,000 compounds, 0.17% hits. T. brucei PFK, ADP-Glo luminescence;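 further: potency means the concentration at half of the fitted maximal effect; 0% = uninhibited 1x PFK enzyme wells and -100% = no-enzyme wells; nearly all actives have a fitted effect of over 60% in size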
Target sequence (O15648 whole entry, looked up): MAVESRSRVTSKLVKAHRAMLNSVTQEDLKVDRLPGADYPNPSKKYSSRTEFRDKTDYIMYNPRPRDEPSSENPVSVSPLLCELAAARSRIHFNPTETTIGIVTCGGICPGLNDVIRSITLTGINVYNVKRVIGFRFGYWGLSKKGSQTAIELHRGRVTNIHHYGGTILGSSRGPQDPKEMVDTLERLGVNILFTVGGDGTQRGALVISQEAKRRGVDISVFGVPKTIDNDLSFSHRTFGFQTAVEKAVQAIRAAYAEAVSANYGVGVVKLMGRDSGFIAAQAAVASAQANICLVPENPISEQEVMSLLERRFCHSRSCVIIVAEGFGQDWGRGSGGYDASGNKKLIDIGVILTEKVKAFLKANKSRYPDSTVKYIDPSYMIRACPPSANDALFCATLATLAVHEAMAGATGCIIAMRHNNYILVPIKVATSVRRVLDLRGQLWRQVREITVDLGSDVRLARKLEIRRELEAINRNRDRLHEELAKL
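ADP-Glo luminescence quantified ADP after 45 min at room temperature, with 1.25 nM T. brucei PFK, 0.1 mM ATP and 0.5 mM fructose-6-phosphate in pH 8.0 TEA buffer. qHTS titrations up to 57 µM; curves classified by quality.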
FBPA coupling cs – counter-screen for Giardia aldolase inhibitors: coupling enzyme system. coupling enzyme system counterscreen, AmpLite Red fluorescence. activity change, negative = inhibition, % at 58.2 µM, hits read low. 290,000 compounds, 0.67% hits. AID 2472; in the data active means activity change below about -30%; further: on the % scale 0 is the no-effect control and ±100 the full control effect
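Compounds tested against the coupling enzymes alone at 57.5 uM final; readout was AmpLite Red fluorescence (525/598 nm) after 20 min at RT.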
PTAP TSG101 blk – blocks PTAP/TSG101 interaction to inhibit HIV-1 budding; Q99816; Fluorescence polarization, FITC-PTAP peptide / Tsg101 binding; Potency, µM (series often up to 115 µM), inactives show at the highest dose activity change, negative = inhibition, most hits filed as inhibitors; 340,000 tested, under 10 active; AID 493005; active means well fitted inhibition curve with a large enough effect in the main read-out, with a control signal flat, not every such curve was filed as active; inconclusive means small, poorly fitted or top-dose-only effect, or effect the other way, or a change in a side signal; inactive means no such curve, though single readings can be large or run the other way; further: potency means the concentration at half of the fitted maximal effect; % of control where 0% means no effect
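Fluorescence polarization binding of Tsg101 binding domain (10 uM final) to FITC-labeled PTAP peptide (50 nM final) in HEPES pH 7.5 buffer with NaCl, Tween 20, EDTA, TCEP. Compounds added before peptide; binding 20 min at RT.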
ASM inhibitor – human S-ASM enzyme inhibition; P17405; placental ASM, HMU-PC fluorogenic substrate, 60 min; Potency, µM (doses to about 57.5 µM), for inactives: at the highest dose activity change, negative = inhibition, most hits filed as inhibitors; 340,000 compounds, 0.006% hits; AID 504937; further: potency means the concentration at half of the fitted maximal effect
Target sequence (P17405 47-631 limits assumed): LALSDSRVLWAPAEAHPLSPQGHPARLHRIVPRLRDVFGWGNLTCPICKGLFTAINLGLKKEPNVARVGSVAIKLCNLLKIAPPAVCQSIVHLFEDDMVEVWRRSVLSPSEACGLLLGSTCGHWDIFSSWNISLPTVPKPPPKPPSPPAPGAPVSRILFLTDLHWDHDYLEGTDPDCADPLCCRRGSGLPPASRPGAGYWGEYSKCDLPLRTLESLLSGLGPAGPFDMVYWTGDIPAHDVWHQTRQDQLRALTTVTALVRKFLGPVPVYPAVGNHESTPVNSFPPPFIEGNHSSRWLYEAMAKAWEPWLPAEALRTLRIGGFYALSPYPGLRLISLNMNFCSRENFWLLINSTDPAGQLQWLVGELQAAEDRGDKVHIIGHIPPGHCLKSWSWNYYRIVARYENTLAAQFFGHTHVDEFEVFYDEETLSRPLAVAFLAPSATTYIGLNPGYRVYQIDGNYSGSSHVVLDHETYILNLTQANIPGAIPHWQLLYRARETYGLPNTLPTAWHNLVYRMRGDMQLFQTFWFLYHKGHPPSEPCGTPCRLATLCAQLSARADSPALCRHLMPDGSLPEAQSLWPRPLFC
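Fluorescence read-out (Ex 386 nm, Em 447 nm) after stopping the reaction at pH 10. Enzyme: ASM from human placenta; substrate HMU-PC0, 9 uM final; 60 min, 37 °C. Compound preincubation 10 min, ambient temperature.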
Chronic BCR inh – chronic active BCR signaling inhibition | ABC-DLBCL IkBa-CBG/CBR reporter, luminescence ratio, 4 h | AID 493014 | Potency, µM (highest dose often 46.1 µM), inactives show at the top dose ratio change, negative = lower green/red ratio, most hits filed as inhibitors | 340,000 compounds, 0.05% hits; active means well fitted inhibition curve with a large enough effect in the signal ratio, with a control signal flat, not every such curve was filed as active; inconclusive means small, poorly fitted or top-dose-only effect, or effect the other way, or a change in a side signal; the % refers to the signal ratio;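 further: potency means the concentration at half of the fitted maximal effect; plate controls were basal doxycycline-induced cells for no effect and cells given 10 µM MG132 for full effect; MG132 reads +100%, hits lower the ratio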
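Compounds up to 46 uM were incubated four hours with TMD8 cells whose green CBG68 luciferase is fused to IkappaBalpha; red CBR luminescence normalised the signal, and concentration-effect curves were fitted to fusion, red and ratio data.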
B2AR arrestin – beta2AR (human) beta-arrestin recruitment activity; beta-arrestin recruitment to beta2AR, cell-based reporter; Potency, µM (highest dose often 46.1 µM), without a hit: at the top dose activation, most hits filed as activators; 330,000 compounds, 0.02% hits;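 further: potency means the concentration at half of the fitted maximal effect; 0% = DMSO controls and full agonism = EC100 isoproterenol or metaproterenol; nearly all actives have a fitted effect of over 65% in size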
Giardia killer – Giardia lamblia killing | Giardia lamblia trophozoite viability | activity change, % at 7.66 µM, hits read low | 340,000 compounds, 0.15% hits | AID 540267; in the data active means activity change below about -80%; inconclusive means between about -30% and that limit;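 further: parasites exposed to compound for two days anaerobically before the ATP read; on the % scale 0 is the no-effect control and ±100 the full control effect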
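Compounds were tested on trophozoites seeded at 100 cells/well and held 48 hrs at 37 deg C anaerobically. An ATP-based luminescent kit measured the remaining live cells.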
a7 integrin act – activates integrin-mediated alleviation for muscular dystrophy; alpha7betagal myoblasts, beta-gal FDG fluorescence, 48 h; Potency, µM (doses to about 38.3 µM), without a hit: at the top dose activation, actives largely listed as activators; 350,000 compounds, 0.064% hits;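 further: potency means the concentration at half of the fitted maximal effect; 100% = response of the positive control SU9516; nearly all actives have a fitted effect of over 60% in size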
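alpha7betagal+/- myoblasts (passage 13, 250/well) treated 48 h at 37C with compounds at 1:260 dilution of DMSO stock. Lysed, then beta-galactosidase activity read as FDG fluorescence (ex 480/em 540) after 30 min, with pre-read for autofluorescence.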
GALK inhibitor – galactokinase (human) inhibition. P51570. Purified GALK, Kinase-Glo residual ATP luminescence. Potency, µM (titrated, usually from 57.5 µM), for the others: at the highest dose activity change, negative = inhibition, usual class: inhibitors. 270,000 compounds, 0.007% hits. AID 1868; further: potency means the concentration at half of the fitted maximal effect; on the % scale 0 is the no-effect control and ±100 the full control effect
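Human GALK (5 nM) with 35 uM ATP and 100 uM galactose in 20 mM HEPES pH 8.0, 5 mM MgCl2, 60 mM NaCl, 1 mM DTT, 0.01% BSA. After 1 h at room temperature, leftover ATP was read by Kinase-Glo Plus luminescence.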
Menin-MLL TR inh – inhibitors of human menin-MLL interaction, mutant MLL peptide. O00255. Potency, µM (doses to about 61.6 µM), for the others: at the top dose FP activity change, negative = inhibition, actives largely listed as inhibitors. Menin + Texas Red MLL mutant peptide, fluorescence polarization. 270,000 compounds, 0.23% hits; active means well fitted inhibition curve with a large enough effect in the polarisation, with a control signal flat, not every such curve was filed as active; inconclusive means small, poorly fitted or top-dose-only effect, or effect the other way, or a change in a side signal; inactive means no such curve, though single readings can be large or run the other way; the % refers to the polarisation; further: potency means the concentration at half of the fitted maximal effect; % of control where 0% means no effect; many of its hits are not listed in these tables
PKM2 act – activators of human pyruvate kinase M2; AID 1631; Potency, µM (highest dose often 57.5 µM), inactives show at the highest dose activation, usual class: activators; purified PKM2, Kinase-Glo ATP luminescence, activation; response scale: 0% is enzyme alone, no compound; 260,000 compounds, 0.34% hits; further: potency means the concentration at half of the fitted maximal effect; on the % scale 0 is the no-effect control and ±100 the full control effect; nearly all actives have a fitted effect of over 55% in size
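hPK-M2, >95% pure; 0.1 mM ADP / 0.5 mM PEP final; imidazole pH7.2 buffer w/ 7 mM MgCl2, 50 mM KCl; 1 h RT; Kinase-Glo lum. Intermediate enzyme activity for dual inhibitor/activator qHTS.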
The depositor's hits bear a star; u = inconclusive; x = not tested or not shown; [ ] = another dose, or the depositor's remark. Unless noted, the call rests on the fitted dose curve; in most records, active means well fitted curve in the direction sought with a large enough effect; inconclusive means small, poorly fitted or top-dose-only effect, or another doubt; inactive means no such curve, though single readings can be large; an effect the other way counts as inactive or inconclusive.

The opening two compounds (preview)
SMILES | Tb PFK block | FBPA coupling cs | PTAP TSG101 blk | ASM inhibitor | Chronic BCR inh | B2AR arrestin | Giardia killer | a7 integrin act | GALK inhibitor | Menin-MLL TR inh | PKM2 act
CCOC(=O)N1CCN(Cc2nc3cc(NC(=O)c4cccs4)ccc3n2C)CC1 | -16% | 3 | -4% | 0% | 3% | -0.2% | -10 | -21% | -2% | 6% | -3%
CCSC1=C(C#N)C(=O)n2c1cc1c2CCCC1 | u | -20 | -4% | -3% | u | -0.1% | 6 | 5% | 0% | u | 2%

The whole of this part (from the top)
SMILES | Tb PFK block | FBPA coupling cs | PTAP TSG101 blk | ASM inhibitor | Chronic BCR inh | B2AR arrestin | Giardia killer | a7 integrin act | GALK inhibitor | Menin-MLL TR inh | PKM2 act
CCOC(=O)N1CCN(Cc2nc3cc(NC(=O)c4cccs4)ccc3n2C)CC1 | -16% | 3 | -4% | 0% | 3% | -0.2% | -10 | -21% | -2% | 6% | -3%
CCSC1=C(C#N)C(=O)n2c1cc1c2CCCC1 | u | -20 | -4% | -3% | u | -0.1% | 6 | 5% | 0% | u | 2%
COc1ccc(CCN2C(=O)CC(C(C)c3ccccc3)C2=O)cc1OC (centres undefined) | 2% | -1 | -6% | -2% | 0% | 0.2% | 8 | 10% | 5% | -15% | -4%
COCC1CCCN(Cc2cn(-c3ccccc3)nc2-c2ccc3c(c2)OCO3)C1 (centres undefined) | -8% | -10 | -1% | 5% | -5% | -0.5% | -3 | 5% | 6% | -24% | 12%
Clc1ccc(-c2nn3c(-c4cccc(Cl)c4)nnc3s2)cc1 | 0% | 4 | x | x | -1% | -0.6% | x | x | 2% | -4% | 9%
COc1cccc(C(=O)Oc2cc(C)[nH]c(=O)c2[N+](=O)[O-])c1 | -1% | -1 | 0% | -1% | u | 0.3% | -12 | 6% | 6% | 16% | 12%
CNC(=O)c1[nH]cnc1C(=O)Nc1cccc(Cl)c1 | -3% | x | x | -2% | 6% | 0.1% | 22 | -11% | x | x | x
O=c1n(Cc2ccccc2F)c2ccccc2n1Cc1ccccc1F | -4% | -1 | 1% | -3% | 5% | -0.3% | 5 | 0% | -1% | -6% | -16%
Cc1ccc(NC(=O)c2ccc(OC(=O)C(C)Oc3ccc(Cl)cc3C)cc2)cc1 (centres undefined) | 4% | 4 | 0% | 2% | -5% | -0.6% | -13 | 4% | 1% | -24% | -18%
Cc1ccc(Cl)cc1N1CCN(S(=O)(=O)c2cccc(S(=O)(=O)N3CCCC3)c2)CC1 | u | 1 | -7% | 2% | 18% | -0.1% | -10 | 3% | 0% | 2% | -2%
O=S(=O)(c1ccccc1)n1cc(-c2ccccn2)c(N2CCOCC2)n1 | -2% | 4 | -1% | -1% | 1% | -0.3% | -10 | 9% | 7% | -1% | -9%
CC(=O)c1ccc(-c2cc([C@H]3[C@H]4C=CC[C@@H](C)[C@@H]4C(=O)N3Cc3ccccc3)ccc2F)cc1 | -1% | 1 | -5% | -7% | -5% | -0.4% | -23 | -7% | 0% | x | 1%
Cc1ccc(S(=O)(=O)NCC[C@@]2(C)C3CCC2(C)C(=O)C3)cc1 (some centres undefined) | 8% | 3 | -3% | 0% | -15% | 0.0% | -7 | -23% | -1% | x | 3%
Cc1ccc2cc(-c3noc(C4CCCO4)n3)c(=O)[nH]c2c1 (centres undefined) | 0% | 0 | -2% | 83%[activator] | 11% | -0.2% | -1 | -13% | 1% | -6%[11.7 µM] | 2%
Cc1n[nH]c(=O)c2c(NC(=O)CSc3ccc(Br)cc3)oc(C)c12 | 1% | x | -3% | 2% | -7% | -0.3% | 8 | 18% | x | x | x
CCN1C(=O)C(Cc2nc3ccccc3c(=O)n2C)c2ccccc21 (centres undefined) | 0% | 0 | -2% | -3% | u | 0.0% | 6 | -5% | 0% | -4% | 4%
COc1ccc(NC(=O)CN(C)C(=O)c2cc(-c3ccncc3)nc3ccccc23)cc1 | -3% | x | -6% | -5% | 6% | 0.5% | 5 | 1% | -2% | x | 1%
CC(C)n1nc(C(=O)NNC(=O)c2ccc(OC(F)F)cc2)c2ccccc2c1=O | 0% | x | 0% | -3% | 0% | 0.4% | -7 | -6% | x | x | x
CC1=C(C(=O)OCCCBr)C(c2ccc3c(c2)OCO3)NC(=O)N1 (centres undefined) | 0% | 2 | 0% | 6% | -7% | -0.6% | 13 | 14% | -6% | -9% | 0%
CN=C1SC(CC(=O)Nc2sc3c(c2C#N)CCCC3)C(=O)N1C (centres undefined) | -6% | -4 | -1% | -7% | 5% | -0.6% | 5 | 2% | -3% | 22% | -26%
Cc1ccc(S(=O)(=O)c2cc3c(=O)n4ccccc4nc3n(C)c2=N)cc1C | 19% | x | -1% | -7% | 0% | -0.1% | -12 | -11% | -4% | x | x
CCCCN1C(=O)C(=O)N(CC(=O)N2CCc3ccccc32)C1=O | -4% | x | -2% | -2% | 6% | 2.6% | -19 | -11% | x | x | x
COCCNC(=O)/C(C#N)=C1\N=C(N)c2ccccc21 | 1% | -4 | -1% | -1% | 3% | 0.1% | -12 | 26% | -1% | 0% | -5%
CN(CCc1ccccc1)C(=O)c1cccc(NC(=O)Cc2cccc([N+](=O)[O-])c2)c1 | 0% | x | x | -1% | 0% | 5.5% | -13 | -25% | x | x | x
O=C(NNC(=O)C1CC1c1ccccc1)Nc1ccccc1 (centres undefined) | -2% | 1 | 2% | 0% | u | -0.5% | -15 | 18% | -1% | -14% | 0%
C=CCn1c(N)cc(=O)nc1SCC(=O)N1CCN(c2ccc(F)cc2)CC1 | -4% | -1 | -2% | 0% | 3% | 0.5% | -2 | 3% | 0% | 8% | -2%
CC(C)CC(c1nnnn1CC1CCCO1)N1CCN(Cc2ccc3c(c2)OCO3)CC1 (centres undefined) | 3% | 1 | -6% | 4% | 18% | -0.4% | 10 | 22% | -6% | -20% | -3%
O=C(NNC(=S)NC1CCCCC1)c1cccc(S(=O)(=O)Nc2ccccc2Cl)c1 | -1% | 9 | -2% | -9% | 0% | 7.2% | -16 | 23% | -3% | 8% | 0%
O=[N+]([O-])c1cccc(-c2ccc(/C=N/NC(=S)Nc3cccc(F)c3)o2)c1 | 5% | 0 | -4% | -6% | 4% | -0.9% | -11 | -32% | 0% | x | -9%
C/C(CC(=O)Nc1ccc(C)c(Cl)c1)=N\NC(=O)c1ccco1 | -1% | -2 | -5% | -3% | u | -0.4% | 20 | -20% | -1% | 13% | 5%
CCn1c(SCC(=O)c2c(N)n(C3CC3)c(=O)[nH]c2=O)nnc1-c1ccoc1C | -9% | x | -9% | 4% | -2% | -1.1% | 5 | -28% | x | x | x
CC(C)(C)c1ccc(C(=O)Nc2ncn[nH]2)cc1 | -6% | 1 | 2% | -1% | -1% | -0.6% | 7 | u | 0% | 2% | -2%
COc1cc(/C=N/NC(=O)c2ccncc2)ccc1OC(C)=O | -3% | 3 | -1% | -1% | -3% | -3.4% | -8 | 3% | 4% | 8% | -1%
CC(OC(=O)c1cccc(-n2cnnn2)c1)C(=O)NCc1ccccc1 (centres undefined) | 3% | x | -3% | -5% | -11% | -0.9% | -14 | -24% | x | x | x
N=c1c(C(=O)NC2CCCC2)cc2c(=O)n3ccccc3nc2n1C1CCCCC1 | -6% | 2 | -6% | 330%[activator] | u | -0.7% | 9 | -20% | -3% | x | x
CCOC(=O)CN(C)C(=O)CCc1nnc(-c2ccc(-c3ccccc3)cc2)o1 | 5% | 0 | -2% | 0% | -1% | -0.6% | -14 | -17% | -1% | u | -1%
CN(C)CCOCCOc1ccccc1-c1ccccc1 | -15% | x | 2% | 2% | 3% | -0.1% | 9 | -31% | 1% | -13% | -9%
O=C(COC(=O)CCc1ccc(S(=O)(=O)N2CCOCC2)cc1)NC1CCCCCC1 | 5% | -1 | -2% | -1% | 0% | -1.2% | -11 | 10% | 0% | -9% | 3%

Some of the compounds tested. The share of hits here may be higher or lower than overall.
